Tau FP inhib: tau fibrillization inhibition (FP). P10636. K18 P301L tau heparin fibrillization, Alexa594 FP, 6 h. actives 0.39% (n = 280,000). Potency, µM (doses to about 57.7 µM), inactives show top-dose activity, negative = inhibition, actives largely listed as inhibitors. AID 1468; note: % is set by controls: 0 for no effect and ±100 for the full control effect; nearly all actives have a fitted effect of over 55% in size
Target sequence (P10636 561-689 P618L limits assumed): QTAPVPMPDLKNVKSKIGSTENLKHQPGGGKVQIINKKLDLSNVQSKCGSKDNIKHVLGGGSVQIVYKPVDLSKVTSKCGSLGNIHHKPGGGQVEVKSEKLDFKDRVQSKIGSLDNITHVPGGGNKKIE
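Human tau K18 […] P301L fragment, 15 uM unlabeled plus 0.24 uM Alexa 594-labeled tau (final), with compound and 20 uM heparin in 100 mM sodium acetate pH 7; 6 hr at 37 C, then Alexa 594 FP read.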
HTT cytoprotect: Huntington cell model cytoprotection by ATP luminescence; Potency, µM (highest dose often 56.4 µM), for inactives: cytoprotection (ATP increase), most hits filed as activators; actives 0.14% (n = 230,000); PC12 HTT-Q103 induced, cytoprotection, ATP luminescence, 40 h;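 note: % of control where 0% means no effect; nearly all actives have a fitted effect of over 45% in size; toxic huntingtin expression switched on by the ecdysone agonist tebufenozide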
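Rat PC12, Q103 Htt exon1-GFP fusion, ecdysone promoter; tebufenozide inducer 100 nM final; compound titration; qHTS, 1500 cells/well; ATPlite luminescent read.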
ALDH1A1 block: ALDH1A1 (human) enzyme inhibition. Purified ALDH1A1, NADH fluorescence, propionaldehyde substrate. P00352. Potency, µM (doses to about 75.3 µM), without a hit: top-dose activity, negative = inhibition, hits mostly inhibitors. actives 7.3% (n = 220,000); active = well fitted inhibition curve with a large enough effect, not every such curve was filed as active; inconclusive = small, poorly fitted or top-dose-only effect, or another doubt; inactive = no such curve, though single readings can be large or run the other way;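 note: plate controls were no enzyme wells and a reference inhibitor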
Target sequence (P00352 whole entry, looked up): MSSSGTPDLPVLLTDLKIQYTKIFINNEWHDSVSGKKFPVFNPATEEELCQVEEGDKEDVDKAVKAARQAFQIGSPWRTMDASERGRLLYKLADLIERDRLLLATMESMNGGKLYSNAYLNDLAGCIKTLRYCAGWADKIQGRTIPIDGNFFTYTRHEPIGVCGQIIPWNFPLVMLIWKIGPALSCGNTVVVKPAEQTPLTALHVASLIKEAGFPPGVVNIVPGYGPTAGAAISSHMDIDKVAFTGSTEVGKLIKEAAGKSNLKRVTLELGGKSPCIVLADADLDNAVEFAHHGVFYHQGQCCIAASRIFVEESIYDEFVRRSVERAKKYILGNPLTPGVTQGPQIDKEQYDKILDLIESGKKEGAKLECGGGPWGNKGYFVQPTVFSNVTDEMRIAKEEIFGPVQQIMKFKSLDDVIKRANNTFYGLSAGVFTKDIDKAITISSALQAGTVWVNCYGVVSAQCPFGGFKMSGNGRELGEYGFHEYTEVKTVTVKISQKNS
KDM4E inh: JMJD2E (human) inhibition | B2RXH2 | JMJD2E catalytic domain, FDH-coupled NADH fluorescence (FDH is formaldehyde dehydrogenase) | Potency, µM (titrated, usually from 57.1 µM), inactives show top-dose activity change, negative = inhibition, hits mostly inhibitors | actives 1.6% (n = 230,000) | AID 2147; active = well fitted inhibition curve with a large enough effect, not every such curve was filed as active; inconclusive = small, poorly fitted or top-dose-only effect, or another doubt; inactive = no such curve, though single readings can be large or run the other way;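 note: 0% = wells with enzyme and -100% = buffer wells without enzyme; nearly all actives have a fitted effect of over 50% in size; many of its hits are not listed in these tables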
Target sequence (B2RXH2 1-337 limits assumed): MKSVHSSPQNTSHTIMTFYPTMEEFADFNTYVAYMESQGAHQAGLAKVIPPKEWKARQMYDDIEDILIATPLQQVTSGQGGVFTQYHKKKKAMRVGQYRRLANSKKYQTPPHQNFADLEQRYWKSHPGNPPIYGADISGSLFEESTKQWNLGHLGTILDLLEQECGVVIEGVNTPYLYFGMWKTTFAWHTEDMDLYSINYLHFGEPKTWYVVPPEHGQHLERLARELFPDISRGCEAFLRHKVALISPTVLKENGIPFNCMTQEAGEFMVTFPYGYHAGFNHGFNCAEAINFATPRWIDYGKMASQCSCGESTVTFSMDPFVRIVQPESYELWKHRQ
HttQ103 aggreg: mutant huntingtin aggregation inhibition; actives 1.1% (n = 220,000); AID 1688; PC12 HttQ103-GFP aggregates, Acumen cytometry, 40 h; Potency, µM (titrated, usually from 46.1 µM), for the others: top-dose activity change, negative = inhibition, actives largely listed as inhibitors; note: % is set by controls: 0 for no effect and ±100 for the full control effect; nearly all actives have a fitted effect of over 60% in size
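Steps: seed 1500 PC12 HTTQ103-GFP cells/well; add tebufenozide, 100 nM final; add compound titration; add ATPLite reagent; quantify GFP aggregates by laser scanning cytometry.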
Tau fibril ThT: inhibitors of human tau fibril formation, thioflavin T binding. P10636. actives 2.1% (n = 270,000). Potency, µM (top dose mostly 57.4 µM), inactives show top-dose activity, negative = inhibition, actives largely listed as inhibitors. recombinant tau K18 P301L, heparin-induced fibrillization, ThT fluorescence. AID 1460; note: % is set by controls: 0 for no effect and ±100 for the full control effect; nearly all actives have a fitted effect of over 55% in size
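In this qHTS, human K18 P301L tau is incubated with compound and heparin for 6 hr at 37 C, and Thioflavin T fluorescence then reports fibril load.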
Tau fluor counter: counter-screen for tau fibril formation inhibitors | tau K18 P301L Alexa594 fluorescence, heparin fibrillization | Potency, µM (top dose mostly 57.7 µM), without a hit: at the highest dose activity change, negative = decrease | actives 0.93% (n = 280,000); note: % is set by controls: 0 for no effect and ±100 for the full control effect; nearly all actives have a fitted effect of over 55% in size
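Human tau K18 P301L (15 uM unlabeled, 0.24 uM Alexa 594-labeled) in 100 mM sodium acetate pH 7 with 20 uM heparin, 6 hr at 37 C. ThT 30 uM added, 1 hr ambient; Alexa 594 FP and total fluorescence read at 555/632 nm.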
SMN2 splice up: enhancers of SMN2 splice variant expression; HEK293 SMN2-luciferase splicing reporter, luminescence, 30-36 h; Potency, µM (series often up to 46.1 µM), inactives show at the top dose activity change, positive = activation, hits mostly activators; actives 2.8% (n = 210,000); note: % of control where 0% means no effect; nearly all actives have a fitted effect of over 55% in size
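qHTS luciferase splicing reporter: luminescence rises when SMN2 exon 7 is included in transfected HEK293 cells. Compound exposure lasted 30-36 h at 37C, with 4.5 mM final sodium butyrate as control, followed by a ONE-Glo read.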
* = called active by the depositor; ? = inconclusive; nt = no result given; [ ] = dose if it differs, or a comment. Unless noted, calls come from the whole dose curve; as a rule, active = well fitted curve in the direction sought with a large enough effect; inconclusive = small, poorly fitted or top-dose-only effect, or another doubt; inactive = no such curve, though single readings can be large; an effect the other way counts as inactive or inconclusive. Potency is the fitted concentration of half-maximal effect. An excerpt; rates above refer to the full screens.

SMILES	Tau FP inhib	HTT cytoprotect	ALDH1A1 block	KDM4E inh	HttQ103 aggreg	Tau fibril ThT	Tau fluor counter	SMN2 splice up
Cc1ccc(OCC(=O)NC(=S)Nc2ccc3c4c(cccc24)CC3)cc1	-5%	nt	10µM*	4%	?	?	-19%	-13%
COc1ccc(/C=N/c2oc(C)c(C)c2C#N)c(OC)c1	-7%	-5%[10 µM]	13µM*	?	-12%[9.22 µM]	?	-13%	nt
CCN(CC)c1ccc(NC(=O)Cn2nnc(-c3cccc(OC)c3OC)n2)c(C)c1	16%	2%	9%	7%	-13%	?	-22%	26%
Cc1cc(C)nc(Nc2nc(=O)c3ccccc3s2)n1	-12%	-16%	?	-2%	22%	-12%	-2%	?
Cc1c(NC(N)=O)c(=O)n(-c2ccccc2)n1C	-3%	25%[10 µM]	3%	?	8%[9.22 µM]	-14%	-3%	6%
COc1ccc(C)cc1-n1nnnc1SCC(=O)Nc1cccnc1Cl	-3%	23%[10 µM]	?	11%	11%	0%	-3%	-41%[inhibitor]
CCOC(=O)c1c(C)n(C)c2c(C)cc(O)c(OC(C)=O)c12	1%	2%	10%	3%	17%	-3%	2%	4%
Cc1ccc(-c2sc(-c3ccccc3)nc2CC(=O)Nc2ccccc2F)cc1	?	-6%[1.9 µM]	-13%	-3%	2%	5%	-24%	-30%
COc1cc2nc(SCC(=O)NCc3ccco3)n(Cc3ccc(Cl)cc3)c(=O)c2cc1OC	-7%	-5%[10 µM]	-8%	1%	-4%	-4%	-8%	24%
COc1cc(NC(=O)CSc2nc(-c3cccs3)cc(C(F)(F)F)n2)cc(OC)c1OC	-5%	nt	nt	nt	nt	8%	-16%	3%
COc1ccc(-c2nc(N)n(C(C)=O)n2)cc1	1%	-25%	6%	9%	-11%	-1%	3%	-1%
CC(C)c1ccc(/C=C2\SC(N3CCOCC3)=NC2=O)cc1	1%	1%[10 µM]	nt	-3%	8%[9.22 µM]	-6%	-4%	nt
CC1(C)CC(=O)C=C(NNC(=O)c2cccnc2)C1	-6%	4%[10 µM]	7%	?	0%[9.22 µM]	-16%	-18%	nt
Cc1cccc(-n2c(O)c(C=Nc3cc(O)ccc3C)c3ccccc3c2=O)n1	?	-9%	11%	-14%	-12%	1%	-17%	-3%
Cc1cc(-n2c(C)cc(C(=O)CN3C(=O)NC4(CCCCC4)C3=O)c2C)no1	12%	-10%[10 µM]	-6%	0%	9%	-17%	-3%	-6%
NNC(=O)C(Cc1c[nH]c2ccccc12)NC(=O)c1ccccc1 (stereo not given)	15%	-18%[10 µM]	-18%	58%[activator]	5%[9.22 µM]	-2%	-3%	nt
COc1cc2c(cc1OC)CN(CC(=O)NC(=O)NCc1ccccc1)CC2	-1%	-19%	28µM*	?	4%	-13%	-3%	-8%
Cc1ccc(CNC(=O)C2CCCN(Cc3nc(-c4cccc(C)c4)oc3C)C2)cc1 (stereo not given)	7%	nt	nt	nt	nt	?	-23%	4%
CCOC(=O)c1nnn2c1nc(N1CCN(C)CC1)c1ccccc12	7%	1%[10 µM]	nt	-25%	-25%[9.22 µM]	-9%	-9%	nt
Cc1c(NC(=O)C(C)OC(=O)C23CC4CC(CC(Br)(C4)C2)C3)c(=O)n(-c2ccccc2)n1C (stereo not given)	10%	-4%	-4%	5%	-12%	2%	7%	-2%
CCNc1nc(OC)nc(N2CCC(Cc3ccccc3)CC2)n1	-18%	7%[10 µM]	2%	2%	7%	?	-9%	-33%[inhibitor]
CCOC(=O)C1CCN(Cc2nnnn2CCc2ccccc2)CC1	14%	-19%[10 µM]	?	0%	36%[9.22 µM]	-8%	-4%	nt
O=C(CN(Cc1ccco1)C(=O)CNS(=O)(=O)c1ccc(Cl)cc1)NC1CCCCC1	2%	6%[10 µM]	0%	8%	-10%	-4%	-2%	1%
c1ccc(-c2csc(N3CCSCC3)n2)cc1	2%	2%[10 µM]	-6%	3%	2%	-7%	-9%	7%

Part of the list above, with values under each structure.
Fields – Tau FP inhib	HTT cytoprotect	ALDH1A1 block	KDM4E inh	HttQ103 aggreg	Tau fibril ThT	Tau fluor counter	SMN2 splice up
CCOC(=O)c1c(C)n(C)c2c(C)cc(O)c(OC(C)=O)c12
    1%	2%	10%	3%	17%	-3%	2%	4%
Cc1ccc(-c2sc(-c3ccccc3)nc2CC(=O)Nc2ccccc2F)cc1
    ?	-6%[1.9 µM]	-13%	-3%	2%	5%	-24%	-30%
COc1cc2nc(SCC(=O)NCc3ccco3)n(Cc3ccc(Cl)cc3)c(=O)c2cc1OC
    -7%	-5%[10 µM]	-8%	1%	-4%	-4%	-8%	24%
COc1cc(NC(=O)CSc2nc(-c3cccs3)cc(C(F)(F)F)n2)cc(OC)c1OC
    -5%	nt	nt	nt	nt	8%	-16%	3%
COc1ccc(-c2nc(N)n(C(C)=O)n2)cc1
    1%	-25%	6%	9%	-11%	-1%	3%	-1%
CC(C)c1ccc(/C=C2\SC(N3CCOCC3)=NC2=O)cc1
    1%	1%[10 µM]	nt	-3%	8%[9.22 µM]	-6%	-4%	nt
CC1(C)CC(=O)C=C(NNC(=O)c2cccnc2)C1
    -6%	4%[10 µM]	7%	?	0%[9.22 µM]	-16%	-18%	nt
Cc1cccc(-n2c(O)c(C=Nc3cc(O)ccc3C)c3ccccc3c2=O)n1
    ?	-9%	11%	-14%	-12%	1%	-17%	-3%
Cc1cc(-n2c(C)cc(C(=O)CN3C(=O)NC4(CCCCC4)C3=O)c2C)no1
    12%	-10%[10 µM]	-6%	0%	9%	-17%	-3%	-6%
NNC(=O)C(Cc1c[nH]c2ccccc12)NC(=O)c1ccccc1 (stereo not given)
    15%	-18%[10 µM]	-18%	58%[activator]	5%[9.22 µM]	-2%	-3%	nt
COc1cc2c(cc1OC)CN(CC(=O)NC(=O)NCc1ccccc1)CC2
    -1%	-19%	28µM*	?	4%	-13%	-3%	-8%
Cc1ccc(CNC(=O)C2CCCN(Cc3nc(-c4cccc(C)c4)oc3C)C2)cc1 (stereo not given)
    7%	nt	nt	nt	nt	?	-23%	4%
CCOC(=O)c1nnn2c1nc(N1CCN(C)CC1)c1ccccc12
    7%	1%[10 µM]	nt	-25%	-25%[9.22 µM]	-9%	-9%	nt
Cc1c(NC(=O)C(C)OC(=O)C23CC4CC(CC(Br)(C4)C2)C3)c(=O)n(-c2ccccc2)n1C (stereo not given)
    10%	-4%	-4%	5%	-12%	2%	7%	-2%
CCNc1nc(OC)nc(N2CCC(Cc3ccccc3)CC2)n1
    -18%	7%[10 µM]	2%	2%	7%	?	-9%	-33%[inhibitor]

(more compounds)
SMILES	Tau FP inhib	HTT cytoprotect	ALDH1A1 block	KDM4E inh	HttQ103 aggreg	Tau fibril ThT	Tau fluor counter	SMN2 splice up
CCOCCCn1c(=NC(C)=O)c(C#N)cc2c(=O)n3cccc(C)c3nc21	7%	31%[10 µM]	?	?	6%[9.22 µM]	-8%	-14%	nt
Cc1ccc(-c2nn[nH]n2)cc1	-2%	0%[10 µM]	3%	-3%	-24%	-1%	-2%	1%
Cc1cc(C)n(CCNC(=O)c2cc(COc3ccc(F)cc3Cl)on2)n1	-3%	16%[10 µM]	1%	-1%	12%[9.22 µM]	-15%	-13%	nt
COc1ccc(NC(=O)CC2C(=O)N(c3ccc(F)cc3)C(=O)N2CCc2sccc2C)cc1 (stereo not given)	-21%	nt	nt	nt	nt	?	?	10%
CC(=O)N1CCN(c2ccc(NC(=S)NC(=O)/C=C/c3ccccc3)cc2)CC1	-6%	14%[10 µM]	-11%	4%	19%	?	-19%	-6%
Cc1ccc(F)cc1NC(=O)N1CCN(c2ccnc3cc(Cl)ccc23)CC1	2%	34%[10 µM]	nt	-29%	13%[9.22 µM]	nt	-10%	nt
COc1ccc(N2C3=C(C(=O)CC(C)(C)C3)C(c3cnn(C)c3)C3=C2CC(C)(C)CC3=O)cc1	0%	-1%[10 µM]	nt	?	1%[9.22 µM]	-7%	-6%	nt
Cc1noc(C)c1CSc1nnc2scc(-c3ccccc3)n12	-1%	-12%	9%	4%	7%	-8%	-7%	-2%
COc1ccc(C=NCC2COc3ccccc3O2)cc1OC (stereo not given)	-7%	5%[10 µM]	?	-2%	-1%	2%	-8%	-3%
COc1ccc(/C=N/NC(=O)Cc2cc(OC)c(OC)cc2[N+](=O)[O-])cc1	-4%	14%[10 µM]	1%	-25%	23%	-16%	-20%	-3%
CCOC(=O)CC1(C)OCC(C[N+]2(C)CCCCC2)O1 (stereo not given)	-4%	-27%	3%	-5%	2%	-9%	-14%	-14%
C=CCNC(=S)NNC(=O)CCC(O)CCCCC (stereo not given)	1%	-4%	3%	10%	-9%	-8%	-13%	-3%
CCCCC(=O)Nc1cc(Cl)ccc1C(=O)O	6%	-38%[inhibitor]	?	?	-16%	9%	11%	1%
O=C(Nc1ccc(O)cc1)C1CCCO1 (stereo not given)	-5%	-5%[10 µM]	18%	-3%	9%	-6%	-7%	-2%
CNNC(=S)Nc1cccc(C(F)(F)F)c1	5%	17%[10 µM]	-1%	5%	-3%[9.22 µM]	-5%	-17%	nt
O=C(/C=C1\SC(=O)N(CC(=O)Nc2ccc(F)cc2)C1=O)Nc1ccc(Cl)cc1	1%	nt	8%	12%	17%	-10%	-13%	?
N#C/C(=C(/O)COC(=O)c1cccnc1Cl)c1nc2ccccc2[nH]1	-4%	-8%	5%	-6%	7%	-13%	-11%	-9%
COc1ccc(O[C@H]2C=C[C@@H](c3ccccc3)O[C@@H]2CO/N=C(\C)CCN2CCCCc3nc(C)c(C)cc32)cc1	6%[11.6 µM]	-7%[10 µM]	-5%[13.5 µM]	4%	-9%	-9%[11.5 µM]	-7%[11.6 µM]	-37%[inhibitor]
C/C(N)=C(/C#N)C(=O)COC(=O)COc1ccc(Cl)cc1	0%	-10%	5%	0%	-8%	-5%	-6%	22%
COc1ccc(C2CC(=O)c3c([nH]c(C(=O)OC4CCCCCC4)c3C)C2)cc1OC (stereo not given)	3%	nt	nt	nt	nt	-5%	-9%	-19%

Bioassay records: PubChem BioAssay, National Center for Advancing Translational Sciences (NCATS)
